# USP1 inh: Inhibitors of USP1/UAF1: Primary Screen | recombinant USP1/UAF1, Ub-Rhodamine cleavage fluorescence | Potency, µM (titrated, usually from 57.1 µM), for inactives: top-dose activity change, negative = inhibition, most hits filed as inhibitors | 0.23% of 390,000 active | Ubiquitin carboxyl-terminal hydrolase 1 (Homo sapiens), O94782; also: potency is read from the fitted curve at half-maximal effect; % is scaled to controls: 0 for no effect and ±100 for the full control effect; nearly all actives have a fitted effect of over 60% in size; inactives centre near -12
#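 USP1/UAF1 complex (1 nM) preincubated 15 min at room temperature with compound, then Ub-Rho substrate (150 nM final) added. Kinetic fluorescence at 480/540 nm over 6 reads at 60 s intervals; 50 mM HEPES pH 7.8, 0.5 mM EDTA, 0.1 mg/ml BSA, 1 mM TCEP, 0.01% Tween-20.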
# PI4K2A block: qHTS for small molecular inhibitors of PI4K2A. activity change, negative = inhibition, % at 76.9 µM. purified PI4K2A, ADP-Glo luminescence, 1 h; hits give low values. 0.13% of 420,000 active. AID 1346378, 2018; in the data active = activity change below about -50%; inconclusive = mostly about -30% to -49%;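 also: -100% = wells without enzyme as full effect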
# Target sequence (Q9BTU6 whole entry, looked up): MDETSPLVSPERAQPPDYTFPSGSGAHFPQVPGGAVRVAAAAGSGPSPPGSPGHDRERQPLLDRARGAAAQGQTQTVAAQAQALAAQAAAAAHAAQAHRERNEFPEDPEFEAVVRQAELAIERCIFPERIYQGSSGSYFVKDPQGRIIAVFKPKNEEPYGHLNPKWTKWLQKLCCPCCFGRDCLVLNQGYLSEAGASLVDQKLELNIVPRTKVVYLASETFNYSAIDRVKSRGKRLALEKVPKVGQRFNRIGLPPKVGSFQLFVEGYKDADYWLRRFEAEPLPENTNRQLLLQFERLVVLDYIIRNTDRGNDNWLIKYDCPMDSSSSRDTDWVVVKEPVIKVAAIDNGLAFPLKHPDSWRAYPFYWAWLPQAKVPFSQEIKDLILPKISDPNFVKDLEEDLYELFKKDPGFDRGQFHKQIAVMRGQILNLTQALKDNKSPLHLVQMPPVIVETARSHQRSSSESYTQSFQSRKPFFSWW
#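 ADP-Glo luminescence measured ADP generated by PI4K2A enzyme (4 ug/mL before mixing) with 1.2 mM PI substrate (pre-mix) and 300 microM ATP (pre-mix). Tris pH7.5 buffer with MgCl2, Triton X-100; 1 h reaction at ambient temperature.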
# Pin1 inhibitor: qHTS Assay to Find Inhibitors of Pin1; Peptidyl-prolyl cis-trans isomerase NIMA-interacting 1 (Homo sapiens), Q13526; Pin1 FP peptide displacement, HiFluor488, 10 min; Potency, µM (doses to about 115 µM), for the others: at the top dose activity, negative = inhibition, actives largely listed as inhibitors; 0.009% of 390,000 active; AID 504891, 2011; active = well fitted inhibition curve with a large enough effect in the polarisation, with a control signal flat, not every such curve was filed as active; inconclusive = small, poorly fitted or top-dose-only effect, or effect the other way, or a change in a side signal; inactive = no such curve, though single readings can be large or run the other way; the % refers to the polarisation; also: potency is read from the fitted curve at half-maximal effect; % is scaled to controls: 0 for no effect and ±100 for the full control effect
# Target sequence (Q13526 whole entry, looked up): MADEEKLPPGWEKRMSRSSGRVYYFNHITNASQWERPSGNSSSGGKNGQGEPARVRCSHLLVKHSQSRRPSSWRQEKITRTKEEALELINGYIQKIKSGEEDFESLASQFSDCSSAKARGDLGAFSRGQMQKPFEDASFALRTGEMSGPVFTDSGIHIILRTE
# mIDH1 inhibitor: qHTS for Inhibitors of mutant isocitrate dehydrogenase 1 (IDH1): qHTS | IDH1-R132H enzyme, NADPH consumption, diaphorase/resazurin fluorescence | Potency, µM (series often up to 76.6 µM), without a hit: at the highest dose activity change, negative = inhibition, most hits filed as inhibitors | 0.093% of 390,000 active; also: potency is read from the fitted curve at half-maximal effect; % is scaled to controls: 0 for no effect and ±100 for the full control effect; nearly all actives have a fitted effect of over 65% in size
#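 IDH1-R132H (0.5 ug/mL) preincubated 30 min with compound, then NADPH (0.016 mM) and alpha-KG (2 mM) added; 80 min at RT, pH 7.5. Remaining NADPH coupled via diaphorase/resazurin to fluorescence (540/590 nm); concentration-response curves normalized to no-enzyme control.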
# TrxR1 substrate: qHTS Assay for Substrates of Mammalian Selenoprotein Thioredoxin Reductase 1 (TrxR1): qHTS | Thioredoxin reductase 1, cytoplasmic (Rattus norvegicus), O89049 | 0.01% of 390,000 active | purified TrxR1 substrate turnover, NADPH consumption readout | Potency, µM (top dose mostly 114 µM), for the others: at the top dose activity change, negative = substrate turnover; also: potency is read from the fitted curve at half-maximal effect; % is scaled to controls: 0 for no effect and ±100 for the full control effect; nearly all actives have a fitted effect of over 50% in size
#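 Rat TrxR1, dispensed at 90 nM, was prereduced with 400 uM NADPH (final) for 5 min at ~22 deg C, then incubated with compound 15 min before 400 uM selenite. A first-read NADPH fluorescence drop versus no-compound background flagged substrates.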
# GLS inh: qHTS for Inhibitors of Glutaminase (GLS); Potency, µM (top dose mostly 45.5 µM), for inactives: top-dose activity change, negative = inhibition, usual class: inhibitors; GLS enzymatic activity, qHTS titration; Glutaminase kidney isoform, mitochondrial (Homo sapiens), O94925; 0.21% of 410,000 active; also: potency is read from the fitted curve at half-maximal effect; % is scaled to controls: 0 for no effect and ±100 for the full control effect
#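 Glutamate formation by hKGA was monitored fluorometrically using coupled glutamate oxidase, HRP and Amplex Red. Substrate was added as 1 mM L-glutamine solution; incubation was 30 min at RT after an initial read.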
# HP1b chromo inh: HTS for Inhibitors of HP1-beta Chromodomain Interactions with Methylated Histone Tails. AlphaScreen HP1-beta / biotin-H3K9me3 peptide binding. Potency, µM (top dose mostly 114 µM), for the others: top-dose activity change, negative = inhibition, usual class: inhibitors. 0.56% of 390,000 active. AID 540317, 2011; also: potency is read from the fitted curve at half-maximal effect; nearly all actives have a fitted effect of over 70% in size; inactives centre near 23
# Target sequence (P83916 whole entry, looked up): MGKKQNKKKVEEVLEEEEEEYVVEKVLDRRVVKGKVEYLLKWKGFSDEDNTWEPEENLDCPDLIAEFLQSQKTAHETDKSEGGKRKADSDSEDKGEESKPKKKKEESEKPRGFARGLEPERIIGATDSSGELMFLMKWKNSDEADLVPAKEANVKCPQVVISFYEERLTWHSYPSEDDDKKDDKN
#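 HP1-beta protein (50 nM final) preincubated 30 min at room temperature with biotinylated H3(1-18)K9me3 peptide (50 nM) in PBS pH 7.4, 0.01% Tween-20, then compound added for 30 min. AlphaScreen streptavidin donor/nickel chelate acceptor beads (10 ug/mL final), 30 min dark, luminescence read.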
# PGK inhibitor: qHTS Assay to Find Inhibitors of Phosphoglycerate Kinase; Potency, µM (top dose mostly 57.5 µM), for inactives: at the top dose activity change, negative = inhibition, actives largely listed as inhibitors; PGK/GAPDH coupled, Kinase-Glo luminescence, 60 min; 0.043% of 380,000 active; also: potency is read from the fitted curve at half-maximal effect; % is scaled to controls: 0 for no effect and ±100 for the full control effect; nearly all actives have a fitted effect of over 60% in size
#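 Luminescent ATP detection (Kinase-Glo Plus) follows a 60-minute room-temperature incubation, with wells lacking PGK as controls. Buffer: 100 mM TEA (pH 7.6), 5 mM MgCl2, 0.01% Tween-20. Coupling enzyme GAPDH (100 nM final) supplies unstable 1,3-BPG in-well.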
# TrxR1 inh: qHTS Assay for Inhibitors of Mammalian Selenoprotein Thioredoxin Reductase 1 (TrxR1): qHTS; Thioredoxin reductase 1, cytoplasmic (Rattus norvegicus), O89049; recombinant rTrxR1, NADPH fluorescence consumption, selenite substrate; Potency, µM (doses to about 114 µM), for the others: top-dose activity change, negative = inhibition, most hits filed as inhibitors; 1% of 390,000 active; also: potency is read from the fitted curve at half-maximal effect; % is scaled to controls: 0 for no effect and ±100 for the full control effect; nearly all actives have a fitted effect of over 65% in size
#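 Rat TrxR1 (90 nM in the dispensed reagent) was pre-reduced with 400 uM NADPH for 5 min at room temperature, then incubated with compound for 15 min. After 400 uM selenite was added, NADPH fluorescence (Ex 340/Em 450 nm) was followed for 8 min.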
# The depositor's hits bear a star; i = inactive; ? = inconclusive; . = no result given; & = joins results of further samples; [ ] = remark or other dose. Unless noted, calls follow the shape of the dose curve; as a rule, active = well fitted curve in the direction sought with a large enough effect; inconclusive = small, poorly fitted or top-dose-only effect, or another doubt; inactive = no such curve, though single readings can be large; an effect the other way counts as inactive or inconclusive.
SMILES,USP1 inh,PI4K2A block,Pin1 inhibitor,mIDH1 inhibitor,TrxR1 substrate,GLS inh,HP1b chromo inh,PGK inhibitor,TrxR1 inh
CCCS(=O)(=O)N1CCN(Cc2ccc3c(c2)c2ccccc2n3CC)CC1,-16%,-3,0%,2%,10%[0.0914 µM],1%,?,1%,13%
O=C(N/N=C/c1cn[nH]c1-c1ccccc1)c1ccco1,-7%,1,4%,-10%,-5%,6%,33%,6%,-11%
S=C1NC[C@H](Cc2ccccc2)N1CC1CCN(CCCC2CCCC2)CC1,-25%,2,2%,-6%,7%,5%,30%,11%,23%
COc1cc(/C=C2/C(=N)N3C=CSC3=NC2=O)ccc1OCCOc1ccc(NC(C)=O)cc1,-15%,-1,17%,12%,1%[57.1 µM],0%,4%,-1%,-10%[57.1 µM]
CCN(CC)c1ccc(CC(=O)NC(C)Cc2ccccc2)cc1 (stereo unspecified),0%,5,-8%,10%,10%[57.1 µM],53%[activator],-5%,0%,-5%[57.1 µM]
O=C(Nc1ccc([N+](=O)[O-])cn1)C1CC1,-8%,-2,-1%,4%,-10%[57.1 µM],-5%,28%,6%,9%
O=S(=O)(c1ccc(Cl)cc1)N1CCCC1c1nc2ccccc2s1 (stereo unspecified),-25%,4,5%,4%,17%,-2%,49%[activator],-1%,50%[activator]
O=C(c1ccc(Cl)s1)N1CCN(c2ncccn2)CC1,-14%,4,1%,-1%,8%,-1%,17%,-1%,16%
CCCNC(=O)C12CCC(C)(C(=O)O1)C2(C)C (stereo unspecified),-10%,6,-6%,3%,2%,0%,18%,-8%,28%
Cc1cccc(Oc2ccc(NC(=O)C3=CC=CN4CCS(=O)(=O)N=C34)cc2)c1,-19%,2,3%,4%,0%,0%,12%,-7%,20%
COCCN(C(=O)COC(=O)C12CC3CC(CC(C3)C1)C2)c1c(N)n(Cc2ccccc2)c(=O)[nH]c1=O,-12%,-5,-2%,-4%,-3%,-6%,11%,-2%,13%
Cc1ccc(S(=O)(=O)N2CCN(C(=O)c3n[nH]c4ccccc34)CC2)cc1,-6%,0,1%,-8%,11%,-8%,16%,-15%,38%[activator]
O=C(O)C(Cc1c[nH]c2ccccc12)NS(=O)(=O)c1ccc2ccccc2c1 (stereo unspecified),-16%,-3,2%,6%,0%,34%[activator],31%,.,-9%
Fc1ccc(Nc2nc(-c3ccc(F)cc3)c3c(n2)-c2ccccc2OC3)cc1,2%,-1,43%[activator],0%,36%[activator],1%,43%[activator],-5%,40%
Cc1cc(C(=O)Nc2cccnc2)no1,-5%,-7,-6%,7%,5%[57.1 µM],-2%,15%,-9%,18%[57.1 µM]
CCOc1ccccc1-c1c2cc(O)c(=O)cc-2oc2cc(O)c(O)cc12,?,-25,?,13µM*,-18%,?,-91%,?,?
O=c1c(Cl)c(Nc2cccc(Cl)c2)cnn1-c1nc2ccccc2s1,-8%,-9,21%,5%,-7%,-6%,27%,i,?
O=C(CCN1CCCC1)c1cccs1,-18%,-10,3%,4%,5%[57.1 µM],-1%,39%[activator],-8%,0.4µM*
O=C(O)CC1(CC(=O)NCc2ccccn2)CCCCC1,-25%,-4,-1%,14%,3%,1%,48%[activator],-8%,24%
O=C(Nc1ccc(S(=O)(=O)N2CCCC2)cc1)c1ccc([N+](=O)[O-])cc1,-5%,0,-2%,1%,10%[0.0914 µM],-6%,18%,-2%,13%[57.1 µM]
COc1ccc(/C=N/Nc2cc(C)nc(N3CCOCC3)n2)cc1,?,4,-14%,1%,-24%[11.4 µM],0%,38%,i,17%[11.4 µM]
Cc1ccc(S(=O)CCNC(=O)Cc2ccccc2)cc1 (stereo unspecified),-7%,1,-6%,0%,3%,0%,14%,3%,4%
O=C(COc1ccc(-n2cnnn2)cc1)N1CCN(c2ccc(F)cc2)CC1,2%,3,1%,4%,-1%,41%[activator],8%,-9%,9%
Cc1noc(C)c1C(=O)Nc1cccc2ncccc12,-16%,1,0%,9%,7%,7%,14%,-8%,14%

# 6 of the compounds above, with two lines to a compound.
# The line under a structure holds: USP1 inh	PI4K2A block	Pin1 inhibitor	mIDH1 inhibitor	TrxR1 substrate	GLS inh	HP1b chromo inh	PGK inhibitor	TrxR1 inh
O=C(CCN1CCCC1)c1cccs1
 : -18%	-10	3%	4%	5%[57.1 µM]	-1%	39%[activator]	-8%	0.4µM*
O=C(O)CC1(CC(=O)NCc2ccccn2)CCCCC1
 : -25%	-4	-1%	14%	3%	1%	48%[activator]	-8%	24%
O=C(Nc1ccc(S(=O)(=O)N2CCCC2)cc1)c1ccc([N+](=O)[O-])cc1
 : -5%	0	-2%	1%	10%[0.0914 µM]	-6%	18%	-2%	13%[57.1 µM]
COc1ccc(/C=N/Nc2cc(C)nc(N3CCOCC3)n2)cc1
 : ?	4	-14%	1%	-24%[11.4 µM]	0%	38%	i	17%[11.4 µM]
Cc1ccc(S(=O)CCNC(=O)Cc2ccccc2)cc1 (stereo unspecified)
 : -7%	1	-6%	0%	3%	0%	14%	3%	4%
O=C(COc1ccc(-n2cnnn2)cc1)N1CCN(c2ccc(F)cc2)CC1
 : 2%	3	1%	4%	-1%	41%[activator]	8%	-9%	9%

# The list goes on.
SMILES,USP1 inh,PI4K2A block,Pin1 inhibitor,mIDH1 inhibitor,TrxR1 substrate,GLS inh,HP1b chromo inh,PGK inhibitor,TrxR1 inh
O=C(CSc1nnc(-c2ccccc2Cl)o1)Oc1ccc(Br)cc1,-17%,10,3%,5%,8%[57.1 µM],14%,46%,1%,-11%[57.1 µM]
C[C@@H]1CN([C@@H](C)CO)S(=O)(=O)c2ccc(Br)cc2O[C@H]1CN(C)C(=O)C1CCC1,-13%,8,.,11%,.,-14%,.,i,.
COc1ccc(OC)c(CNC(=O)CCCn2ccc3cc(S(=O)(=O)N4CCCC4)ccc32)c1,-9%&-7%,0&-1,11%&-1%,-1%&1%,-4%&2%,8%&1%,10%&47%,8%&-4%,-2%&20%
Cc1onc(-c2ccccc2Cl)c1C(=O)OCC(=O)Nc1cccc(S(=O)(=O)N2CCOCC2)c1,-11%,3,19%,-7%,3%[57.1 µM],0%,12%,-7%,16%[57.1 µM]
CN(Cc1ccccc1)CC(O)COc1ccc(CNCCc2cccnc2)cc1 (stereo unspecified),-22%,0,-3%,-2%,2%,1%,23%,-9%,5%
Cc1ccc(Cl)cc1Nc1nc(-c2cccnc2)cs1,-6%,-1,-6%,1%,-9%,17%,4%,4%,-14%
O=C(Cn1ccn(-c2ccc(F)cc2)c(=O)c1=O)Nc1ccc(F)cc1,7%,-2,3%,-12%,7%,7%,29%,1%,18%
Cc1ccc(-n2ncc(Br)c(Br)c2=O)cc1,-26%,13,-2%,0%,3%,-10%,67%[activator],i,10µM*
CCCc1[nH]nc2c1C(c1ccc(OC(=O)N3CCOCC3)cc1)C(C#N)=C(N)O2 (stereo unspecified),-1%,0,-1%,4%,3%[57.1 µM],-9%,8%,-4%,-14%
Clc1ccc(-c2nnc(-c3ccccc3)c(-c3c[nH]c4ccccc34)n2)cc1,-1%,2,1%,0%,-4%,40%[activator],21%,6%,7%
COC(=O)CCN1CCN(S(=O)(=O)c2ccc3c(c2)OCCO3)CC1,-17%,-4,-1%,3%,-1%,-4%,38%,-10%,2%
CCCOc1ccc(C(=O)O)cc1,2%,-12,-3%,-2%,-2%,2%,21%,i,5%
COc1cc(C(=O)NNC(=O)Nc2ccc([N+](=O)[O-])cc2)cc(OC)c1OC,-11%,8,2%,-9%,2%[57.1 µM],0%,37%,7%,5%[57.1 µM]
O=c1ccnc(SCCC(F)=C(F)F)[nH]1,-11%,2,-1%,-2%,0%[57.1 µM],1%,6%,-1%,1%[57.1 µM]
Cn1cc(S(=O)(=O)Nc2ccc(Oc3ccccc3)cc2)c(=O)n(C)c1=O,-5%,4,-7%,0%,-9%,12%,13%,-11%,-4%
CCOC(=O)C1=C(C)NC(SC)=NC1c1ccccc1 (stereo unspecified),-25%,-4,-2%,3%,-2%,27%,16%,i,4%
CN(CC(=O)NC(=O)NC1CCCCC1)CC(=O)Nc1ccc(OC(F)(F)F)cc1,-17%,-5,1%,10%,-4%,0%,22%,i,12%
CC(=O)Nc1nc(CC(C)C)cc2c1c(=O)oc1ccccc12,-2%,7,2%,1%,12%[57.1 µM],-6%,12%,-8%,21%[57.1 µM]

# Screens from PubChem.

# Only part of the results is shown; the hit share may differ from the screen's.
